C-LANA FP – inhibitors of KSHV C-LANA binding to DNA, primary screen, biochemical, fluorescence polarization, FAM-LBS DNA, MBP-C-LANA, single point. Kaposi's sarcoma herpesvirus LANA C-terminal domain (residues 932-1162) DNA binding. 340,000 compounds, 0.078% hits. AID 504423, 2011. inhibition, % at 9 µM;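 active = highest replicate inhibition at or above 60% at 9 µM, even if other replicates fall short; inactive = all replicates below 60% inhibition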;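 note: 0% = neutral control wells and 100% = 4 µM acridine orange control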
RTF Ca sens inh – cardiac RTF calcium sensitivity inhibitors, primary screen, biochemical, IANBD-TnC fluorescence, EC70 calcium. IANBD-labeled cardiac RTF, Ca2+ fluorescence. inhibition, % at 7.15 µM. 340,000 compounds, 0.12% hits;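 active = inhibition above the mean inhibition of all tested compounds plus 3 SD, cut at about 17% in these data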;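 note: assay run at fixed EC70 calcium of 1.6 mM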
Arrestin-AP2 inh – inhibitors of beta-arrestin/AP2 binding, primary screen, biochemical, GPCR trafficking, flow cytometry | beta-arrestin 1 C-terminal peptide binding to AP2 beta2-adaptin appendage (human) | FITC-arrestin peptide / GST-AP2 beads; AP2 beta2 appendage carries R879A mutation | inhibition, % at 10 µM | 340,000 compounds, 0.31% hits;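 active = inhibition above a set limit, near 3 SD of compounds lacking own fluorescence, cut at about 54% in these data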;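 note: plate controls were DMSO wells for no effect and 5 µM unlabelled arrestin peptide for full effect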
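Measured by: flow cytometry, FL1 (488/535 nm); Material: AP2 appendage R879A on GSH beads; Evaluation: percent response; Timing: pre-incubation 12 min, peptide binding 1 h, room temperature; Also added: 50 nM FITC-arrestin peptide; Medium: PBS with 0.05% Tween 20 and 0.1% BSA.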
NSD2 inh – NSD2 histone methyltransferase inhibitors, primary screen, biochemical, AlphaScreen, single concentration, set 2 | Histone-lysine N-methyltransferase NSD2 (Homo sapiens), O96028 | inhibition, % at 12.5 µM | NSD2 peptide methylation, 120 min | AID 743445, 2014 | 310,000 compounds, 0.54% hits; in the data active = inhibition above about 50%
Target sequence (O96028 whole entry, looked up): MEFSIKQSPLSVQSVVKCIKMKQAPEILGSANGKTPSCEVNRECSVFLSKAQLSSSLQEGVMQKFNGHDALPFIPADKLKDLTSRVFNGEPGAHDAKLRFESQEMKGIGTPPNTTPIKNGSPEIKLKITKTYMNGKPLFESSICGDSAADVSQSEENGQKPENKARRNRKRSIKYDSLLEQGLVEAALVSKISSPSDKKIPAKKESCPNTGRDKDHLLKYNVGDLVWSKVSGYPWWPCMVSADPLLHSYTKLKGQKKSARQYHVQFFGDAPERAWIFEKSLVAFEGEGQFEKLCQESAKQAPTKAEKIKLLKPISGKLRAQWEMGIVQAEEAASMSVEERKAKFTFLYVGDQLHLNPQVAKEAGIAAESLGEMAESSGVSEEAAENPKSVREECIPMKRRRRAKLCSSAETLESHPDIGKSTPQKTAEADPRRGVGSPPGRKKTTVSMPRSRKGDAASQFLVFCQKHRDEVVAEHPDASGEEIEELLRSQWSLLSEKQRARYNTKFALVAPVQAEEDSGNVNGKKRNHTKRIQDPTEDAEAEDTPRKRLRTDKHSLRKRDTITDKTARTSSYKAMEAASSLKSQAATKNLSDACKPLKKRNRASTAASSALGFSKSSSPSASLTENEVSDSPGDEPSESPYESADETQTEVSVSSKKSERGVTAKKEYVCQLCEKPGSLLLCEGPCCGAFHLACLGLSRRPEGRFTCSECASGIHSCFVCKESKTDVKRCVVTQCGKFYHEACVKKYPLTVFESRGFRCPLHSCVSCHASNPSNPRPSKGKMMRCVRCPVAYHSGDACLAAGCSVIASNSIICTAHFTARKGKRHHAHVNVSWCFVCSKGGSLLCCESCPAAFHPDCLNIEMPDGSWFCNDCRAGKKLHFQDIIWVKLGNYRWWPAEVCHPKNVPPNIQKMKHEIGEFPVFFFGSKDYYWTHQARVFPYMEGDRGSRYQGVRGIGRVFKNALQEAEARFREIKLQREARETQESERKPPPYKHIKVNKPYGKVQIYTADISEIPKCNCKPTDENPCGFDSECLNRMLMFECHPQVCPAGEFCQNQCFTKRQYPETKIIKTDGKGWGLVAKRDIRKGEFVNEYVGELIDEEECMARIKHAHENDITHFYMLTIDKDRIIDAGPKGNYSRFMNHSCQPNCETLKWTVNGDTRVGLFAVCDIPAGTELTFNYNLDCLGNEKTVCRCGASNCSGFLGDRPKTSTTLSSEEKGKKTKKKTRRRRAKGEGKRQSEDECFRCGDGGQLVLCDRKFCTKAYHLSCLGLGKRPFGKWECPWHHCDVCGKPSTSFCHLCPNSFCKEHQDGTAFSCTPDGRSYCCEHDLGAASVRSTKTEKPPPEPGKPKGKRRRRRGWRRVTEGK
V-ATPase pH – regulators of yeast V-ATPase proton pumping, primary screen, pHLuorin cytosolic pH fluorescence | S. cerevisiae | response, % at 10 µM | AID 504577, 2011 | 350,000 compounds, 0.37% hits; in the data active = response mostly above about 7.3%, no sharp cut-off; inactive = mostly below about 5.4%; note: actives read high; inactives centre near 0; some compounds called inactive have numbers as strong as hits; reference of the scale not given here
DSG3 Ab inh – inhibitors of pemphigus antibody binding to DSG3, primary screen, biochemical, bead-based, flow cytometry, scFv-GFP | 310,000 compounds, 0.48% hits | DSG3-coupled beads, scFv-anti-DSG3-GFP binding; hits give low values | Desmoglein-3 (Homo sapiens), P32926 | binding (percent of control), % at 10 µM;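 active = binding more than 3 SD below its plate's average and above zero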;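 note: hits lower antibody fragment binding to DSG3; some compounds called inactive have numbers as strong as hits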
CAL PDZ FP-1 – untagged CAL PDZ binding inhibitors, primary screen, biochemical, fluorescence polarization, HTS | purified CAL PDZ, TMR-peptide fluorescence polarization, 1 h | inhibition, % at 24.9 µM | 300,000 compounds, 0.92% hits | AID 602252, 2012;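 active = mean inhibition of at least 30% with at least half of replicates also reaching 30%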;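 note: 0% = DMSO neutral control and 100% = excess unlabeled competitor peptide PRC23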
CAL PDZ FP-2 – CAL PDZ peptide-binding inhibitors, primary screen, biochemical, fluorescence polarization, Cer-tagged CAL PDZ, HTS | inhibition, % at 20 µM | 330,000 compounds, 0.02% hits | Golgi-associated PDZ and coiled-coil motif-containing protein (Homo sapiens), Q9HD26 | AID 504414, 2011 | purified CAL PDZ, TMR-peptide fluorescence polarization, 1 h;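 active = highest replicate inhibition of at least 40%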;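 note: plate controls were DMSO neutral control wells for no effect and unlabeled competitor peptide control wells for full effect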
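Assay system – tagged CAL PDZ protein CerCALP, purified · Timing – 1 h at RT · Compound – single point, 20 µM · Measured by – fluorescence polarization from S- and P-plane intensities, G-factor corrected · Evaluation – inhibition from polarization loss · Probe or stimulus – TMR reporter peptide T*-PRC34 · Buffer or medium – pH 7.4 phosphate-saline buffer, reducing agent, detergent, IgG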
Keap1-Nrf2 PPI – Keap1-Nrf2 protein-protein interaction inhibitors, primary screen, biochemical, fluorescence polarization, single point; Kelch-like ECH-associated protein 1 (Homo sapiens), Q14145; Keap1 Kelch-Nrf2 peptide fluorescence polarization, 1536-well; inhibition, % at 9.4 µM; 340,000 compounds, 0.15% hits; in the data active = inhibition above about 12%;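 note: human Keap1 Kelch domain with fluorescein labeled Nrf2 9mer peptide probe; 0% = neutral control wells and 100% = peptide positive control; higher means more block of Keap1 binding to Nrf2 peptide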
DAGLB inhibitor – DAGLB lipase inhibitors, primary screen, biochemical, fluorescence, HTS; Diacylglycerol lipase-beta (Homo sapiens), Q8NCG7; HEK293T DAGLB membrane lysate, EnzChek fluorogenic substrate; inhibition, % at 5.17 µM; 340,000 compounds, 0.059% hits; AID 504411, 2011; in the data active = inhibition above about 34%;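 note: 0% = enzyme with vehicle and 100% = wells lacking enzyme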
Active calls of the source: *; . = no result given.

DAGLB inhibitor	Keap1-Nrf2 PPI	RTF Ca sens inh	CAL PDZ FP-1	Arrestin-AP2 inh	NSD2 inh	DSG3 Ab inh	CAL PDZ FP-2	V-ATPase pH	C-LANA FP	canonical_smiles
0	-5	-3	12	-1	-2	106	-2.2	0	0.1	Cc1nc2ccccc2c(=O)n1NC(=O)/C=C/c1ccc(Br)cc1
-2	-2	-4	-7	9	.	.	-0.3	2	1.5	CCC1Oc2ccccc2N(CC(=O)NCCc2ccc(OC)c(OC)c2)C1=O (configuration not stated)
-4	-6	-6	-4	-7	23	91	-0.3	-1	-1.1	CCCOc1ccc(N/C=C/C(=O)c2cc(OC)c(OC)c(OC)c2)cc1
-2	3	-2	-7	2	.	99	-2.3	2	-0.5	CCOc1ccc(NC(=S)N2CCC(NC(=O)c3ccccc3C)CC2)cc1
0	0	-3	-4	-6	5	106	.	0	2.7	O=C(OCCOCCN=C1NS(=O)(=O)c2ccccc21)C1CC(=O)N(c2ccccc2)C1 (configuration not stated)
1	4	-4	1	-14	-2	98	1.1	1	-0.8	Cc1ccccc1-n1ncc2c1CC(C)(C)CC2NC(=O)c1ccncc1 (configuration not stated)
-2	-5	1	-4	26	1	.	-0.1	-7	1.0	CCc1cc2c(COC(=O)CCNS(=O)(=O)c3cccc(C(F)(F)F)c3)cc(=O)oc2cc1O
7	2	2	-10	7	.	105	-1.0	2	2.0	Cc1ccc(S(=O)(=O)N2[C@@H](c3ccc(Cl)c(Cl)c3)C(C(=O)O)=C[C@H]2CC2CCCC2)cc1
2	-6	-4	-4	-8	20	100	-0.9	-1	1.4	COc1ccc(-n2nc(C(=O)NCC(=O)N3CCN(Cc4ccccc4)CC3)c3ccccc3c2=O)cc1
-2	-1	7	4	15	-1	94	-0.4	-3	-1.9	Cc1ccc(CNC(=O)CS(=O)(=O)c2ccccc2)cc1
-1	-2	-12	.	4	-2	100	-0.6	-2	-0.5	CC(=O)Nc1nc2ccccc2[nH]1
-4	-3	-5	3	6	-1	.	-2.8	-7	-0.9	COc1cc(SC)ccc1C(=O)Nc1ccccc1
2	-4	-4	-4	1	0	103	0.5	-2	-0.4	Cc1sc2ncn(CCC(=O)O)c(=O)c2c1C
-32	-10	-15	0	5	-1	89	-0.5	4	1.3	O=C(CS)Nc1ccc2ccccc2c1
-2	-3	-10	6	7	0	.	-1.3	-4	-0.7	O=C(Nc1ccccc1Cl)C1CCCN(S(=O)(=O)c2ccc(-n3cnnn3)cc2)C1 (configuration not stated)
0	-3	0	-6	-17	1	95	-0.8	2	0.1	S=c1c2[nH]cnc2ncn1CCSc1ncnc2nc[nH]c12
0	1	-2	0	28	-2	100	-1.3	-11	-1.9	Cc1ccc2[nH]c(=O)c(CN(C(=O)c3cccc([N+](=O)[O-])c3)C(C)(C)C)cc2c1
-1	1	-7	-6	-4	0	102	-0.9	0	-0.1	Cc1cnc(C(=O)OCC(=O)N2CCC(C)CC2)cn1
-2	-3	-2	0	-3	-2	101	-0.1	1	0.5	Nc1cc(-c2ccc(Br)cc2)nc2cc(-c3ccccc3)nn12
-5	-5	-2	-2	-13	0	115	-2.4	1	0.4	CCOC(=O)C1=C(C)N=C2SC(C(=O)OC)=CC(=O)N2C1c1ccc(F)cc1 (configuration not stated)

Reprinted at random: two records from the list
DAGLB inhibitor	Keap1-Nrf2 PPI	RTF Ca sens inh	CAL PDZ FP-1	Arrestin-AP2 inh	NSD2 inh	DSG3 Ab inh	CAL PDZ FP-2	V-ATPase pH	C-LANA FP	canonical_smiles
-32	-10	-15	0	5	-1	89	-0.5	4	1.3	O=C(CS)Nc1ccc2ccccc2c1
-4	-3	-5	3	6	-1	.	-2.8	-7	-0.9	COc1cc(SC)ccc1C(=O)Nc1ccccc1

(further entries)
DAGLB inhibitor	Keap1-Nrf2 PPI	RTF Ca sens inh	CAL PDZ FP-1	Arrestin-AP2 inh	NSD2 inh	DSG3 Ab inh	CAL PDZ FP-2	V-ATPase pH	C-LANA FP	canonical_smiles
-1	0	2	.	-18	7	101	-1.3	0	-1.1	Cc1ccc(S(=O)(=O)N(C(=O)c2ccncc2)c2ccc3oc4c(c3c2)CCCC4)cc1[N+](=O)[O-]
-1	2	-26	-4	2	4	109	-0.7	-4	0.9	C=CCn1c(SCC(=O)c2c(N)n(C)c(=O)n(C)c2=O)nc2sc(CC)cc2c1=O
0	-3	2	.	-6	2	77*	-0.2	-2	0.4	CN1CCN(CC(=O)NN(Cc2ccccc2)c2ccccc2)CC1
-8	4	-4	-1	.	1	98	-1.9	-3	1.9	COc1cc(S(=O)(=O)Nc2cc(C)cc(C)c2)ccc1F
-1	-1	-1	-1	4	-8	97	-1.7	-2	0.2	CC(C)CC(C(=O)NC1CCCC1)N(Cc1ccc2c(c1)OCO2)C(=O)c1snc(C(N)=O)c1N (configuration not stated)
-1	-1	2	-2	4	-1	115	-2.2	0	0.9	COc1ccc(C(=O)C=CNNC(=O)c2ccc(Cl)cc2)cc1
-2	-4	1	0	-6	-3	102	1.1	-1	0.3	CC1(C)Cc2nc3sc4c(SCC(=O)NCc5ccccc5)ncnc4c3cc2CO1
0	1	-3	-1	-4	-1	114	-0.3	-2	1.5	O=[N+]([O-])c1ccc(NC(=S)N2CCCC2)cc1
-3	2	-3	-4	9	-4	115	-2.4	0	-3.8	COc1ccccc1CC(NC(C)=O)C(=O)NC1CCN(S(=O)(=O)c2ccc(NC(C)=O)cc2)CC1 (configuration not stated)
4	-1	-16	-5	-3	-3	88	1.3	3	0.4	C=C1CCc2c([nH]c3ccc(OCC(C)C)cc23)C1=O
-1	-4	0	0	33	1	101	-0.7	-2	0.2	O=C(CCNS(=O)(=O)c1ccc(Br)s1)NCc1ccccc1
1	0	-3	.	31	1	100	0.2	-3	0.2	Nc1nc(C2CC2)c(Sc2sc(N)nc2C2CC2)s1
-4	2	-18	0	3	-4	104	-1.2	1	1.3	CCc1ccc(-n2c(=O)c3ccccc3n(CC(=O)C(C)(C)C)c2=O)cc1
-2	2	-1	1	-2	-5	103	.	-1	0.8	O=S(=O)(Cc1ccccc1)N1CCCC1
-2	3	7	-4	25	-4	90	-4.1	-4	1.3	Cc1cc(OCCCC(=O)NCCc2ccccn2)ccc1Cl
-1	1	0	-1	-6	-1	.	-0.9	-1	0.2	O=C(O)CCCN=C1CCCc2ccccc2N1
2	3	-1	-2	24	-1	101	.	-3	-0.8	COc1cccc2cc(C(=O)N3CCN(C/C=C/c4ccccc4)CC3)c(=O)oc12
1	-5	-8	.	-8	-3	100	-0.9	-1	-0.2	COc1cc(/C=C/C(=O)OCC(=O)NC2CCS(=O)(=O)C2)ccc1OC(F)F (configuration not stated)
-1	-3	-14	.	16	-2	.	0.6	-3	0.3	O=C(CN1C(=O)C2CCCCC2C1=O)N1CCN(c2ccccc2)CC1 (configuration not stated)
-1	-2	7	-2	-22	-2	.	-1.7	-6	-1.3	Cc1cc(C)n2nnnc2n1
1	-4	1	.	5	1	109	-0.7	-1	0.8	CCC(=O)NC(C)C(c1cccs1)N1CCOCC1 (configuration not stated)
2	-6	-2	-2	1	21	96	-2.5	-2	0.8	Cc1cccc(N2CCN(C(=O)c3nn(C)c4c3CS(=O)(=O)c3ccccc3-4)CC2C)c1 (configuration not stated)
-1	-6	-3	-38	51	-2	98	0.1	1	0.0	CN(CCC#N)C(=O)c1ccc(CNS(=O)(=O)c2ccc(F)cc2)cc1
-4	2	3	0	9	-1	107	0.3	0	-2.4	O=C(O)Cc1csc(-c2cccc(F)c2)n1
4	1	7	-2	8	0	98	-0.4	-3	-0.3	CC1Cc2ccccc2N1Cc1cc(=O)c(OCC(=O)Nc2ccccc2)co1 (configuration not stated)
0	6	-12	1	2	.	.	-0.9	3	-1.2	CCCCNC(=O)O[C@H]1C[C@@H]2CCN3C(=O)CCC[C@H]([C@H]1CC)[C@H]23
-1	2	0	-5	25	0	.	-1.2	-3	-0.1	Clc1cc2c(c(Cn3cnc4ccccc43)c1)OCOC2
1	-3	-2	-6	-8	-3	109	-0.1	2	3.5	COc1cccc(NC(=O)C(C)N2C(=O)c3ccccc3C2=O)c1 (configuration not stated)
5	4	-5	.	11	.	104	-1.0	6	0.3	CCOc1ccccc1C1CC(c2ccc(Cl)cc2)Nc2nc(N)nn21 (configuration not stated)
2	0	0	-2	-10	.	106	0.7	-2	0.6	COCCCNC(=O)CC1C[C@H](C(=O)N2CCCCC2)[C@@]2(C)c3[nH]c4ccccc4c3CCN2C1=O (some centres not stated)
-14	-1	7	-2	38	-1	99	-2.8	1	0.3	CC1(C(=O)OCC(=O)N2c3ccccc3Sc3ccccc32)CC1(Cl)Cl (configuration not stated)
2	0	-3	-3	-6	7	100	-0.8	2	-4.6	CCC/C(O)=C1\C(=O)CCCC1=NCCc1c(C)[nH]c2ccccc12
0	-2	-4	.	7	0	107	0.5	2	-1.1	Cc1ccc(C(=O)NNC(=O)Cc2cccs2)cc1
0	3	-4	.	10	18	98	0.4	0	-0.2	O=[N+]([O-])c1ncccc1Oc1nc(-c2cccnc2)nc2ccccc12
0	-1	-3	1	-2	3	128	-0.2	2	0.0	COc1ccc(NC(=S)N2CCN(c3ccccc3)CC2)c(OC)c1
-3	3	11	1	0	.	119	0.4	1	18	CC(C)(CO)Cc1cc(C(C)(C)C)c(O)c(C(C)(C)C)c1
-3	-3	-8	.	-8	-3	95	-2.5	3	0.1	COc1ccc(NC(=O)CSC2CCCCC2)cc1
0	-6	-8	-1	18	0	119	0.4	-1	0.5	CCc1cc(S(N)(=O)=O)cc(CC)c1NC(C)=O
0	1	6	5	11	4	99	-1.9	0	-0.1	Cc1ccc(OCCCC(=O)N(C)CC(=O)Nc2ccccc2Cl)cc1
0	-2	-8	-1	18	-6	101	-2.7	-3	0.3	CCOC(=O)Cn1ccc(NC(=O)COc2ccc(F)cc2)n1
1	-2	-9	0	7	0	99	-0.8	-3	0.7	Cc1ccc(C(O)CCc2ccc(N)cc2)cc1 (configuration not stated)

The list is partial; rates above refer to the full screens.
